# From PubChem BioAssay
# RAD52 anneal inh: blocks human RAD52 DNA annealing; AID 651710; inhibition, % at 18.7 µM; P43351; 360,000 compounds, 0.46% hits; recombinant RAD52 DNA annealing, FRET fluorescence;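 active = every replicate showing at least 50% inhibition; inconclusive = mean inhibition at least 50% but not in every replicate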
# RAD54 inh: RAD54 (human) branch migration inhibition; Q92698; RAD54 Holliday junction branch migration, FAM/BHQ fluorescence; inhibition, % at 10.4 µM; 360,000 compounds, 0.14% hits; AID 602329;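 active = mean normalized replicate activity at least 40 and at least half of replicates scoring 40 or more; inconclusive = only one of the two criteria met; inactive = mean below 40 and under half of replicates reaching 40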;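 note: 0% = median of neutral control wells and 100% = median of positive control wells; inhibitors cause a drop in the FAM fluorescence signal; in these data hits start at about 50%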
# PGC1a acetyl inh: PGC1a acetylation modulation, inhibitor mode | U2OS PGC1a acetylation, AlphaScreen anti-acetyl-lysine; with virally co-expressed GCN5 acetyltransferase | inhibition, % at 15.6 µM | 350,000 compounds, 0.17% hits;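 active = every replicate shows inhibition of at least 40%; inconclusive = mean inhibition at least 40% but some replicate below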;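 note: 0% = neutral control wells and 100% = positive control wells; some results beyond the cut were filed as inactive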
# PglD inh: blocks C. jejuni PglD acetyltransferase activity; 360,000 compounds, 0.098% hits; purified PglD enzyme, DTNB colorimetric CoA detection; inhibition, % at 12.5 µM; AID 602405; in the data active = inhibition above about 16%, passing the limit was not always enough; inconclusive = no clear call, values can overlap the other calls; note: strong numbers were not always called active
# E-selectin induc: E-selectin induction on HUVECs; HUVEC E-selectin immunofluorescence imaging; normalized: neutral wells 0, TNF-alpha wells 100; activation, % at 7.58 µM; 260,000 compounds, 0.37% hits; AID 686992;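 active = mean E-selectin-positive cell signal at least 10% of the positive control, reached in at least 60% of replicates, without over 20% cell loss; inconclusive = no rule given, readout overlaps actives, possibly toxicity-flagged; inactive = the rest, including those meeting only one limit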;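 note: in these data hits start at about 27%; measured in HUVEC primary endothelial cells; signal is the percent of cells scored E-selectin positive by PE staining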
#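 Assay system: HUVEC, human umbilical vein endothelial cells / Amount: 3,000 HUVEC/well / Controls: TNF-alpha positive control, DMSO neutral control / Compound dosing: single concentration / Medium: EGM-2 over gelatin coat / Evaluation: percent E-selectin-positive cells / Signal: immunofluorescence imaging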
# Cneo AK release: Cryptococcus neoformans lysis via adenylate kinase release; C. neoformans lysis, adenylate kinase release luminescence, 4 h; normalised: neutral wells 0, clomiphene wells 100; 360,000 compounds, 0.2% hits; lysis activity, % at 15 µM; AID 651654;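 active = mean lysis activity across replicates of at least 80%, whatever share of replicates individually reach that level; inactive = mean lysis activity below 80%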
#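 Material: C. neoformans cells | Amount: Yeast cell density of 5 × 10^6 cells/mL | Medium: Fresh YPD growth medium | Dosing: Single dose | Times: Static 4 h at 37 °C with compound, 1 h detection | Detection: AK luminescence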
# miR-122 sensor: inhibitors of miR-122 in Huh7 cells; activation (reporter increase), % at 12.5 µM; Huh7 miR-122 Renilla luciferase sensor, 48 h; neutral wells = 0, positive control = 100; 340,000 compounds, 0.3% hits; AID 602342;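 active = mean replicate activation score at least 90 and every replicate individually at or above 90; inconclusive = only one of the two criteria met; inactive = neither criterion met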;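 note: higher luciferase means less miR-122 activity so hits act as miR-122 inhibitors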
# ERAP1 inh: ERAP1 (human) enzyme inhibition; Q9NZ08; recombinant ERAP1, Leu-AMC fluorescence, 60 min; inhibition, % at 10.7 µM; 340,000 compounds, 0.15% hits;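 active = mean replicate inhibition of at least 30%, or all replicates individually reaching that 30% level; inactive = mean below 30% and not every replicate reaching it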;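 note: 0% = neutral control wells and 100% = L-leucinethiol positive control wells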
# Target sequence (Q9NZ08 whole entry, looked up): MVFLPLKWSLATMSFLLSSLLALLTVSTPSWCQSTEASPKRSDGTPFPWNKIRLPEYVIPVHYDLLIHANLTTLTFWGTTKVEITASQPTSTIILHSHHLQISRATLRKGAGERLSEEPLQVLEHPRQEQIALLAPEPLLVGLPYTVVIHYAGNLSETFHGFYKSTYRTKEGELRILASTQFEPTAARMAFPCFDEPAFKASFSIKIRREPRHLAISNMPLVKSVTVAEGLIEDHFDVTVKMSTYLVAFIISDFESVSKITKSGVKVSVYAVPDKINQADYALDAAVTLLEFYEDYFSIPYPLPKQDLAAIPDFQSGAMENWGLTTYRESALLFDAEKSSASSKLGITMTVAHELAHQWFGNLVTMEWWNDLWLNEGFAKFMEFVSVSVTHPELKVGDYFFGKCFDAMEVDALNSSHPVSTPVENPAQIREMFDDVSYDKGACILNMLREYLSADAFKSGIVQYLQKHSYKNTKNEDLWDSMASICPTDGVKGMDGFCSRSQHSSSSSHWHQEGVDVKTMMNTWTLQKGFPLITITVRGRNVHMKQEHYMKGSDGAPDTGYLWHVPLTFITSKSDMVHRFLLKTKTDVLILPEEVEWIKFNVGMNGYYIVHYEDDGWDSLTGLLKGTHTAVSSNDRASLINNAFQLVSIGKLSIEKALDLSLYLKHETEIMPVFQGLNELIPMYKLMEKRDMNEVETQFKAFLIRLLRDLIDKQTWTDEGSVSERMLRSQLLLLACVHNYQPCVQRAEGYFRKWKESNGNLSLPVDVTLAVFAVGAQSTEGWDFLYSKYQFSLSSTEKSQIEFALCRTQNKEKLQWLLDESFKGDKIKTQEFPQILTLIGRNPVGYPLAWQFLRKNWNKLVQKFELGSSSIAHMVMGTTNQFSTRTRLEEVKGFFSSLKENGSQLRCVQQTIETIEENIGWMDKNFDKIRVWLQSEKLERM
# * = called active by the depositor; ? = inconclusive; . = no result given; [ ] = remark or other dose. No enrichment for hits. About 1.4% of those tested had a hit in this group.
entry	compound	E-selectin induc	RAD52 anneal inh	RAD54 inh	miR-122 sensor	ERAP1 inh	PglD inh	Cneo AK release	PGC1a acetyl inh
1	CN1[C@@H]2c3ccc(-c4cccc(F)c4)c(=O)n3C[C@@H]2[C@@H](CO)[C@@H]1C(=O)NC1CCCC1	-0.2	4.3	.	.	-4.8	.	.	-7.6
2	O=C(Nc1nnc(C2CC2)s1)C1COc2ccccc2O1 (configuration not stated)	0.7	-20.8	.	-5.1	3.9	.	.	.
3	C[C@@H]1CN([C@@H](C)CO)S(=O)(=O)c2ccc(Br)cc2O[C@H]1CN(C)CC1CCOCC1	2.4	.	-3.0	-6.5[16.7 µM]	.	-4.3	-0.2	-7.7
4	Cc1ccc(C)c(NC(=O)CSc2nc3c(c(=O)n2C)SC(C)C3)c1 (configuration not stated)	-0.3	-8.2	9.6	3.6	0.1	0.1	-2.8	-8.3
5	C[C@@H]1CCCCO[C@H](CN(C)C(=O)Nc2cccc3ccccc23)[C@H](C)CN([C@@H](C)CO)C(=O)c2cc(NC(=O)c3ccccc3)ccc2O1	.	-2.4	3.3	-13.2[16.7 µM]	2.0	-3.1	-5.5	3.5
6	O=C(O)Cc1ccc(NC(=O)c2ccc(NC(=O)c3ccco3)cc2)cc1	.	.	1.6	-3.2	.	-15.7	0.5	8.4
7	Nc1c(C(=O)CSc2n[nH]c(-c3ccccc3)n2)c(=O)[nH]c(=O)n1C1CC1	.	-21.5	0.0	.	-1.5	-6.0	-4.6	.
8	CCOC(=O)CSc1nnc2n1C(C)(C)Cc1ccccc1-2	.	.	-0.8	-4.2	.	-5.8	0.3	-19.4
9	COc1ccccc1-c1cnc(C(O)c2ccc(C)cc2C)[nH]1 (configuration not stated)	0.2	-6.7	-6.0	0.9	0.5	2.9	-1.6	.
10	CCn1ncc(S(=O)(=O)Nc2cccnc2)c1C	-0.6	-3.5	-7.0	-5.3	-0.5	8.9	0.0	-0.4
11	Cn1cc([N+](=O)[O-])c(C(=O)NC2CCCCCCC2)n1	0.8	-0.8	-5.8	-0.5	-6.0	3.9	-3.7	.
12	CCC(=O)N1C[C@@H](C)[C@H](OC)CN(C)C(=O)c2cc(NC(=O)NC3CCCC3)ccc2OC[C@@H]1C	0.5	-4.7	.	.	-1.6	.	.	-4.9
13	CC=Cc1ccc2n(c1=O)C[C@H]1[C@H](CO)[C@@H](C(=O)NCC)[C@@H]2N1S(=O)(=O)c1cn(C)cn1 (mixture of isomers)	-0.1	5.9	3.3	-0.6[16.7 µM]	0.2	-0.3	-5.9	.
14	COC(=O)c1cccc(NC(=O)Cc2ccc(OC)cc2)c1C	.	.	1.9	-0.9	.	-4.2	0.0	0.1
15	COCCc1ccc(OC2(C)CCN(Cc3cccn3-c3nccs3)C2)cc1 (configuration not stated)	-0.1	-6.5	-8.0	-1.2	-1.9	-2.6	2.4	-30.9
16	C[C@@H]1CN([C@H](C)CO)C(=O)c2cc(NC(=O)c3ccccc3)ccc2O[C@@H](C)CCCCO[C@@H]1CN(C)C(=O)Nc1cccc2ccccc12	.	0.8	1.1	-6.8[16.7 µM]	1.0	0.8	0.8	3.1
17	O=C(N[C@@H](CCC/[N+]([O-])=C/c1ccccc1)C(=O)O)OCc1ccccc1	-0.8	-3.1	0.0	-4.4	0.9	2.0	-0.1	19.0
18	CN(C)C(=O)c1cccc(-c2cccc(-c3nc(C(=O)NC4CCCCC4)cc4c3[C@H](CCO)N([S@@](=O)C(C)(C)C)C4)c2)c1	1.0	-18.3	-3.0	.	-4.1	-2.5	32.1	-26.8
19	CC(=O)OCC1OC(OC(C)=O)C(NC(=O)c2cccnc2)C(OC(C)=O)C1OC(C)=O (configuration not stated)	.	-4.2	3.6	-6.0	4.1	0.3	-0.8	-3.3
20	C[C@@H]1CN([C@@H](C)CO)C(=O)c2cc(NC(=O)Nc3ccc4c(c3)OCO4)ccc2O[C@@H]1CN(C)S(=O)(=O)c1cccs1	0.0	6.6	-6.7	4.2[16.7 µM]	-0.1	2.0	0.5	3.5
21	O=C1OC(c2ccc(Br)cc2)=N/C1=C\N1CCCCC1	.	.	-4.0	-3.0	.	-0.3	-2.1	13.3
22	COC(=O)C1=C(CSc2nc3ccccc3o2)NC(=O)NC1c1cc(C)ccc1C (configuration not stated)	.	.	-0.8	-5.5	.	-0.9	1.7	13.4
23	N#Cc1nc(-c2ccccc2F)oc1NC1CCCCC1	0.0	-17.6	1.1	0.5	-0.1	-0.4	-0.9	.
24	CCOc1ccccc1NC(=O)NNS(=O)(=O)c1cc(OC)ccc1OC	-0.1	-14.8	-2.9	-3.0	0.3	0.2	0.9	1.7
25	CN(CC(=O)Nc1ccccc1C(F)(F)F)C(=O)C1CCN(C(=O)c2ccc(Cl)cc2)CC1	10.3	-11.5	-6.3	6.5	0.5	-0.4	0.0	.
26	Cc1cccc(C(=O)NCc2nnc(SCC(=O)N3CCN(c4ccccc4)CC3)n2C)c1	.	.	-5.5	-4.6	.	1.0	-2.2	-15.9
27	COc1cc(C(O)c2nc3ccccc3n2C(C)C)cc(OC)c1OC (configuration not stated)	.	-10.0	7.1	.	-4.1	-1.9	-0.8	.
28	COc1ccccc1C(=O)NNC1=C(C(=O)C(F)(F)F)CCC1	.	-18.1	-7.2	-2.0	-1.4	-4.2	0.1	1.4
29	Cc1cccnc1NCc1ccc(O)c2ncccc12	.	.	-3.3	-8.8	.	-3.3	-1.1	0.7
30	C[C@H](CO)N1C[C@H](C)[C@@H](CN(C)C(=O)NC2CCCCC2)OCCCC[C@H](C)Oc2ccc(NC(=O)CCCN(C)C)cc2C1=O	-0.1	-24.4	1.6	-2.5[16.7 µM]	-0.7	-2.1	0.3	-29.6
31	C[C@@H]1CCCCO[C@@H](CN(C)C(=O)Nc2ccc(F)cc2)[C@H](C)CN([C@@H](C)CO)C(=O)c2cc(NC(=O)C3CCCCC3)ccc2O1	0.0	-7.0	0.7	-4.2[16.7 µM]	2.3	-1.2	0.4	-13.4
32	Oc1c(C(Nc2cccc(C(F)(F)F)c2)c2ccncc2)ccc2cccnc12 (configuration not stated)	-2.8	-9.7	.	.	1.6	.	.	14.5
33	Cc1nc2nc(SCC(=O)NCCCN3CCCCC3)nn2c(C)c1Cc1ccccc1	0.2	-6.1	14.7	-21.9	-0.4	0.0	5.3	-7.0
34	CCNC(=O)C[C@H]1CC[C@@H]2[C@H](COC[C@@H](O)CN2C(=O)Nc2c(C)noc2C)O1	0.0	-0.2	1.7	-1.8[16.7 µM]	1.0	-3.3	-2.3	-2.0
35	Cc1ccc(C2CC(=O)NC(SCc3ccccc3)=C2C#N)o1 (configuration not stated)	.	-24.6	-3.3	-2.0	2.0	-2.4	4.4	-2.0
36	COc1ccc(S(=O)(=O)N2CCC(C(=O)N3CCC(C(N)=O)CC3)CC2)cc1Cl	.	1.0	.	5.8	-1.4	.	.	?
37	CN1CCN(c2nc3c(c(=O)[nH]c(=O)n3C)n2Cc2cccc3ccccc23)CC1	.	-8.9	3.1	0.9	8.6	-2.4	-0.6	-3.1
38	CC(=O)Nc1ccc(N2Cc3ccccc3C2)cc1	.	-6.8	-17.9	-1.6	-3.4	-9.7	1.0	-1.6
39	COc1ccc(CC(=O)OCC(=O)Nc2cccc(C(C)=O)c2)cc1OC	-0.8	-1.9	5.5	0.4	0.9	-3.4	.	3.4
40	C[C@H](CO)N1C[C@H](C)[C@H](CN(C)CC2CC2)Oc2ccc(NC(=O)CCCCCC(=O)Nc3ccccc3N)cc2CC1=O	2.3	24.2	-4.7	5.7[16.7 µM]	-4.8	-1.6	-2.1	7.1
41	O=C(O)c1cc(Cl)nc2ccccc12	0.1	-5.4	-5.2	-5.7	0.1	-0.9	-1.7	-5.5
42	CCCCCC(=O)N1CCN(CCN=CC2=C(O)CC(c3cccs3)CC2=O)CC1 (configuration not stated)	0.0	-22.1	1.6	4.0	0.7	1.1	9.0	17.1
43	CO[C@H]1CN(C)C(=O)c2ccc(NC(=O)c3cnccn3)cc2OC[C@H](C)N(C(C)=O)C[C@H]1C	0.0	-12.4	-8.6	3.2[16.7 µM]	2.3	-3.8	3.1	14.5
44	C[C@H]1CN([C@@H](C)CO)S(=O)(=O)c2ccc(C#CC3CC3)cc2O[C@@H]1CN(C)C(=O)c1ccncc1	0.0	9.4	4.5	-11.0[16.7 µM]	-12.8	1.3	-11.7	-1.7
45	CCOC(=O)[C@@H](C)NS(=O)(=O)N(Cc1ccccc1)[C@H](C(=O)OC)C(C)C	-0.5	-10.2	-5.5	-3.4	-2.6	6.0	-0.2	-4.9
46	Cc1ccc(N2CCN(c3ccc([N+](=O)[O-])cn3)CC2)c(C)c1	0.0	-13.0	10.2	3.7	-0.9	1.5	-0.2	-18.5
47	CCC(=O)Nc1ccc(C(=O)Nc2c[nH]c(=O)[nH]c2=O)cc1	1.5	-14.2	-14.2	-2.5	-0.9	-3.0	-3.4	0.1
48	CO[C@@H]1CN(C)C(=O)c2cc(NC(C)=O)ccc2OC[C@H](C)N(CC2CC2)C[C@H]1C	-0.2	-2.5	1.6	.	-5.7	0.0	0.8	7.5
49	CO[C@H]1CN(C)C(=O)c2ccc(NC(=O)C3CCCC3)cc2OC[C@@H](C)NC[C@@H]1C	0.1	1.9	-14.2	2.6[16.7 µM]	-1.2	-0.1	-0.8	.
50	CCCc1nnc(NC(=O)CCC(=O)NCc2ccc(Cl)cc2Cl)s1	.	0.2	3.1	.	4.2	2.8	-6.2	.

# The list continues:
entry	compound	E-selectin induc	RAD52 anneal inh	RAD54 inh	miR-122 sensor	ERAP1 inh	PglD inh	Cneo AK release	PGC1a acetyl inh
51	COc1cc(NC(=O)CCc2ccccc2)nc(OC)n1	.	.	-3.3	0.8	.	-5.3	2.7	3.0
52	COc1ccc(C(c2c(C)n(C)n(-c3ccccc3)c2=O)c2c(C)n(C)n(-c3ccccc3)c2=O)c(OC)c1OC	1.7	-22.2	2.7	0.7	-3.7	3.2	-0.2	8.5
53	O=C(CCn1c(=S)[nH]c2ccccc2c1=O)NCCCN1CCCC1=O	.	.	5.8	0.3	.	0.2	0.2	-21.1
54	CCC1(CC)NC(=O)N(CC(=O)Nc2ccc(-n3cnnn3)cc2)C1=O	-0.7	-15.6	10.3	.	-1.7	1.3	-1.0	.
55	CC(=O)c1ccc(NC2OC(CO)C(O)C(O)C2O)cc1 (configuration not stated)	.	.	1.3	22.5	.	3.8	3.4	.
56	COc1cccc(CNc2nn[nH]n2)c1OC	.	.	-12.6	28.1	.	1.3	0.4	2.2
57	CCCCNC(=O)CCCCCNS(=O)(=O)c1ccc(OC)cc1	.	.	-6.8	-3.1	.	2.4	-2.6	-20.0
58	O=C(c1ccccc1O)N1N=C(C(F)(F)F)CC1(O)c1ccc([N+](=O)[O-])cc1 (configuration not stated)	0.0	-3.0	18.3	-3.5	-1.2	-1.0	1.1	9.4
59	COc1ccc(N2CC(C(=O)NC3CCCCC3)CC2=O)cc1 (configuration not stated)	.	-5.9	.	-5.6	-6.5	.	.	-10.2
60	Cc1cc(NC(=O)c2ccc3sc([C@@H]4O[C@H](CO)[C@H](O)[C@H](O)[C@H]4O)nc3c2)n(C)n1	-0.1	-9.1	-0.1	4.7	-2.0	-5.7	0.1	8.2
